aGal spleen mod: qHTS Assay for Inhibitors and Activators of Human alpha-Galactosidase From Spleen Homogenate | human spleen homogenate, 4MU-alpha-Gal fluorescence, 40 min | Potency, µM (top dose mostly 80 µM), inactives show top-dose activity change, negative = inhibition, actives largely listed as inhibitors | 0.008% of 240,000 active;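 also: potency is read from the fitted curve at half-maximal effect; 0% = enzyme with vehicle and -100% = no enzyme basal signal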
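Human spleen homogenate (1 ug) as enzyme source, 4-methylumbelliferyl-alpha-D-galactopyranoside 1 mM final, citrate/phosphate pH 5.0 with 0.01% Tween-20. Compounds 40 min at 37C, NaOH/glycine stop; fluorescence Ex 365/Em 440, Hill-fit AC50.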
CBFb-RUNX1 inh: qHTS Assay for Compounds Blocking the Interaction Between CBF-beta and RUNX1 for the Treatment of Acute Myeloid Leukemia; Runt-related transcription factor 1 (Homo sapiens) + Core-binding factor subunit beta …; AlphaScreen CBFb-His/RUNX1-biotin binding, biochemical; Potency, µM (highest dose often 59.8 µM), inactives show top-dose activity, negative = inhibition, most hits filed as inhibitors; 230,000 tested, under 10 active; also: % of control where 0% means no effect
Target sequence (Q01196 whole entry, looked up): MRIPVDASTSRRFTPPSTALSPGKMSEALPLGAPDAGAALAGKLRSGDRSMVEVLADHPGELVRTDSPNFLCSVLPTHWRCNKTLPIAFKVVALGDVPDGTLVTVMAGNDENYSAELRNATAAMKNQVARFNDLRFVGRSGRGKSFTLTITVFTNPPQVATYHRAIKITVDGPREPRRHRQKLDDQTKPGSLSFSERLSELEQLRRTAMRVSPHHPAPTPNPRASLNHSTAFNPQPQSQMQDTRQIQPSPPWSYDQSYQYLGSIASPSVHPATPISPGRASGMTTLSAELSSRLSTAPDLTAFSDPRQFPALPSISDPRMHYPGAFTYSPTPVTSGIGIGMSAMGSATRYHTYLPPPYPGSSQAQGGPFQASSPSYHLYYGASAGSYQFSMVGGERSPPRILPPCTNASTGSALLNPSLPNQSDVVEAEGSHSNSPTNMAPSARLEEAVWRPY
Target sequence (Q13951 whole entry, looked up): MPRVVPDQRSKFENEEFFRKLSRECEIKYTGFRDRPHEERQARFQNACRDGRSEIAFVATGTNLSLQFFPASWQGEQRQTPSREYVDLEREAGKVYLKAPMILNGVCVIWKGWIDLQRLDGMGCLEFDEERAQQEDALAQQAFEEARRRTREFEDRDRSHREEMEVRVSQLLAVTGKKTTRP
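Bead-based AlphaScreen assay; binding partners His-tagged CBF-beta and biotinylated RUNX1 at 30 nM each. Compound exposure 15 min after a 20-min protein preincubation; bead step 90 min; all steps at room temperature.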
TexasRed fluor: Total Fluorescence Counterscreen for Inhibitors of the Interaction of Thyroid Hormone Receptor and Steroid Receptor Coregulator 2; TRb/SRC2 Texas Red total fluorescence interference; Potency, µM (doses to about 106 µM), for the others: at the highest dose fluorescence change, negative = quenching; 0.29% of 280,000 active; AID 1479, 2009; active = well fitted curve in either direction with a large enough effect; inconclusive = small, poorly fitted or top-dose-only effect; also: potency is read from the fitted curve at half-maximal effect; % is scaled to controls: 0 for no effect and ±100 for the full control effect
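Human TRb ligand-binding domain at 0.6 uM with 20 nM Texas Red SRC2 peptide in Tris buffer containing 1 uM T3 and 5% DMSO, incubated with compound 5 h at ambient temperature. Total fluorescence (555/632 nm) calculated as parallel + 2 × perpendicular.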
Epigenetic reg: Quantitative High-Throughput Screen for Regulators of Epigenetic Control | murine LDR cells, GFP reporter derepression, 30 h | Potency, µM (top dose mostly 53.9 µM), without a hit: top-dose GFP activation, most hits filed as activators | 0.2% of 280,000 active | AID 1865, 2009; also: potency is read from the fitted curve at half-maximal effect; % of control where 0% means no effect; nearly all actives have a fitted effect of over 60% in size
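Murine LDR cells bearing a silenced CMV-driven GFP reporter were exposed to compound for 30 h at 37 C. After PBS washes, GFP-positive cells (20-120 um objects) counted by laser-scanning microplate cytometry.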
Tau fibril FP: qHTS for Inhibitors of Tau Fibril Formation, Fluorescence Polarization; Microtubule-associated protein tau (Homo sapiens), P10636; 0.39% of 280,000 active; Potency, µM (top dose mostly 57.7 µM), without a hit: at the top dose activity, negative = inhibition, actives largely listed as inhibitors; K18 P301L tau heparin fibrillization, Alexa594 FP, 6 h; also: potency is read from the fitted curve at half-maximal effect; % is scaled to controls: 0 for no effect and ±100 for the full control effect; nearly all actives have a fitted effect of over 55% in size
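Human tau K18 […] P301L fragment, 15 uM unlabeled plus 0.24 uM Alexa 594-labeled tau (final), with compound and 20 uM heparin in 100 mM sodium acetate pH 7; 6 hr at 37 C, then Alexa 594 FP read.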
NPSR antagonist: qHTS Assay for Antagonists of the Neuropeptide S Receptor: cAMP Signal Transduction; Potency, µM (series often up to 38.3 µM), for the others: top-dose activity change, negative = inhibition, actives largely listed as inhibitors; 1% of 220,000 active; CHO-NPSR cells, cAMP TR-FRET, antagonist mode; Q6W5P4; AID 1461, 2008; also: potency is read from the fitted curve at half-maximal effect; % is scaled to controls: 0 for no effect and ±100 for the full control effect; nearly all actives have a fitted effect of over 50% in size; many of its hits are not listed in these tables
Tau fluor counter: Counterscreen qHTS for Inhibitors of Tau Fibril Formation, Fluorescence Polarization | tau K18 P301L Alexa594 fluorescence, heparin fibrillization | Potency, µM (highest dose often 57.7 µM), without a hit: top-dose activity change, negative = decrease | 0.93% of 280,000 active | AID 1463, 2008; also: potency is read from the fitted curve at half-maximal effect; % is scaled to controls: 0 for no effect and ±100 for the full control effect; nearly all actives have a fitted effect of over 55% in size
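Human tau K18 P301L (15 uM unlabeled, 0.24 uM Alexa 594-labeled) in 100 mM sodium acetate pH 7 with 20 uM heparin, 6 hr at 37 C. ThT 30 uM added, 1 hr ambient; Alexa 594 FP and total fluorescence read at 555/632 nm.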
TRb-SRC2 inh: qHTS for Inhibitors of the Interaction of Thyroid Hormone Receptor and Steroid Receptor Coregulator 2 | Thyroid hormone receptor beta (Homo sapiens), P10828 | TRbeta-SRC2 peptide binding, fluorescence polarization; receptor liganded with 1 µM T3 | Potency, µM (highest dose often 106 µM), without a hit: at the highest dose activity change, negative = inhibition, hits mostly inhibitors | 0.065% of 280,000 active;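 also: potency is read from the fitted curve at half-maximal effect; plate controls were bound peptide for no effect and peptide without receptor for full effect; nearly all actives have a fitted effect of over 50% in size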
Target sequence (P10828 whole entry, looked up): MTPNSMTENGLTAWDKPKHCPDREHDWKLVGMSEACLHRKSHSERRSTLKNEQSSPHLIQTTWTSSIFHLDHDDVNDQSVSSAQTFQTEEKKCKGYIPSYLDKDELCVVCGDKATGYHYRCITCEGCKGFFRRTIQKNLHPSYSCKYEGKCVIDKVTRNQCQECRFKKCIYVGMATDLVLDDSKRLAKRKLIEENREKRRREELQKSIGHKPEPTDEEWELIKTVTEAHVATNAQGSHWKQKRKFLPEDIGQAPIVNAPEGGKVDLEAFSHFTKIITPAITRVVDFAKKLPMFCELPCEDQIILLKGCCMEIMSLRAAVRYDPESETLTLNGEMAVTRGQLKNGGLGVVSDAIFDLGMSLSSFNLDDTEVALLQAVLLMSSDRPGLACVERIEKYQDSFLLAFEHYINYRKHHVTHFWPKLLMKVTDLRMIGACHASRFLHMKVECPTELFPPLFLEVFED
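Read-out is fluorescence polarization (555 nm excitation, 632 nm emission) of a Texas Red SRC2 coactivator peptide; loss of signal reflects blocked binding to human TRb ligand-binding domain in the presence of 1 uM T3.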
An asterisk follows results filed as active; ? = inconclusive; · = not tested or not shown; & = joins results of further samples; [ ] = another dose, or the depositor's remark. Unless noted, calls follow the shape of the dose curve; as a rule, active = well fitted curve in the direction sought with a large enough effect; inconclusive = small, poorly fitted or top-dose-only effect, or another doubt; inactive = no such curve, though single readings can be large; an effect the other way counts as inactive or inconclusive. These rows are one share of the data, so the mix of outcomes need not match the whole.

Results follow in this order: Tau fluor counter, TRb-SRC2 inh, CBFb-RUNX1 inh, Tau fibril FP, NPSR antagonist, Epigenetic reg, TexasRed fluor, aGal spleen mod
N#CC1=C(SCC(N)=O)NC(=O)CC1c1ccccc1Cl (stereo not given)
  -1%, 0%, 3%, 6%, -16%[46.1 µM], 4.4%, -2%, 2%
CCCNC(=O)c1ccccc1NS(=O)(=O)c1ccc(OC)c(OC)c1
  8%, 0%, 13%, 3%, -5%[46.1 µM], 0.0%, 0%, -11%
CCOc1ccc(OCC)c(S(=O)(=O)NC2CC(C)(C)NC(C)(C)C2)c1
  7%, 7%, -5%, -4%, 14%, -1.4%, 0%, 3%
O=C1c2ccccc2C(=O)c2c([N+](=O)[O-])ccc(O)c21
  -19%, -19%, -28%, 7%, -39%, 1.1%, 10%, -7%
Fc1ccc(-c2[nH]ncc2CN2CCN(c3ccc(F)cc3)CC2)cc1
  ?, 1%, -7%, -5%, 37%, 3.1%, 1%, 2%
Cc1ccc(N(CCC(=O)Nc2nnc(C3CC3)s2)S(=O)(=O)c2ccccc2)cc1
  -21%, 8%, 8%, -2%, 2%, 0.0%, 1%, -3%
Cc1cnc(-c2nnc(N(C)C(=O)C3CCCO3)s2)cn1 (stereo not given)
  -11%, -4%, -2%, -10%, 7%[7.67 µM], 2.7%, -3%, 2%
O=c1onc(-c2ccc(Cl)cc2Cl)n1-c1cccnc1
  -13%, 0%, 5%, -2%, -7%, 0.8%, -1%, -16%
Cc1nc2ccc(NC(=O)CCS(=O)(=O)c3ccc(Cl)cc3)cc2s1
  -13%, 1%, -2%, 0%, 12%, 4.2%, -2%, -3%
CCOC(=O)C(=CNc1ccccc1Cl)C(=O)OCC
  10%, -5%, ?, 11%, -8%, 0.0%, -7%, -4%
O=c1c(C(c2ccc(O)cc2)c2c(O)nc3n(c2=O)CCS3)c(O)nc2n1CCS2
  -22%, -4%, -2%, -6%, -7%[46.1 µM], -0.3%, -2%, -2%
Cc1ccc(Nc2nc3ccccc3s2)c(C)c1
  -23%, -8%, 2%, 8%, -5%, -1.9%, -1%, 6%
N#Cc1ccc(CS(=O)(=O)c2nc3ccccc3s2)cc1
  -6%, 7%, 11%, -1%, ·, -1.1%, -2%, -2%
CCOC(=O)c1sc(/N=C/N(C)C)nc1C
  5%, -3%, -3%, -3%, 11%, -0.9%, 1%, -6%
CCCCCCCCCCCCCCCCCCOC[C@H](COP(=O)([O-])OCC[N+](C)(C)C)OC(C)=O
  -2%&9%, 5%&-2%, -21%&-1%, 2%&-1%, ·, 0.0%&0.0%, 0%&-1%, 13%&8%
CC(C)CC(=O)NCc1ccc(F)cc1
  4%, -1%, 0%, 4%, 4%[46.1 µM], 1.4%, -6%, -1%
CCc1nnc(SCC(=O)NC2CCCC2)nc1CC
  -10%, 10%, 4%, -4%, -6%[46.1 µM], -0.1%, -1%, -5%
Cc1nc(N2CCCC2)c2ccsc2n1
  4%, -21%, 2%, 3%, -6%[46.1 µM], 8.9%, 1%, 6%
CCCNS(=O)(=O)c1ccc(NC(=O)c2ccccn2)cc1
  2%, -4%, 4%, 2%, 5%[46.1 µM], -1.5%, -4%, 1%
Cn1c(NCc2cc(Br)ccc2O)nc2ccccc21
  -27%, 0%, -2%, ?, -10%[46.1 µM], -2.5%, -5%, -17%
CCOC(=O)c1ccccc1N/C=C/C(=O)c1cccs1
  -1%, 5%, -6%, 4%, -6%[46.1 µM], -2.0%, -5%, 0%
COc1cc(CN2CCN(c3ccccc3F)CC2)c([N+](=O)[O-])cc1OC
  -6%, -5%, -10%, -4%, 8%, 0.0%, 0%, -2%
Nc1nnc(-c2ccccc2[N+](=O)[O-])o1
  1%, 0%, -3%, 5%, 9%, -1.2%, -6%, 1%
CCc1ccc(-c2cc(C(=O)NCc3ccccn3)c3ccccc3n2)cc1
  14%, 4%[53 µM], -5%, 0%, -23%, -2.3%, 0%[53 µM], 5%
COc1cccc(NC(=O)c2ccc(-c3nc(COc4ccc(C)cc4)c(C)o3)cc2)c1
  -22%, 1%, ·, ?, ·, 0.9%, -1%, ·
O=C(CCCN1C(=O)CSc2ncccc21)N1CCN(Cc2ccccc2)CC1
  -8%, 2%, 16%, -5%, 3%[46.1 µM], -0.8%, 0%, 5%
CC(/C=N/NC(=O)Cc1cccn1C)=C\c1ccccc1
  -8%, 3%, -13%, 3%, -5%, 0.0%, -3%, -1%
CCCNC1=C(N(C(C)=O)c2cccc(F)c2)C(=O)c2ccccc2C1=O
  1%, -5%, 0%, 5%, 6%, -1.3%, 1%, -11%
CC1CCCCC1NC(=O)C(=O)NCC1CCCO1 (stereo not given)
  0%, 10%, 9%, 2%, -1%[46.1 µM], 0.0%, 0%, 3%
CCC(=O)Nc1ccccc1C(=O)N1CCN(Cc2ccccc2)CC1
  3%, -6%, 6%, -6%, -10%[46.1 µM], -5.4%, -3%, 4%
Cc1cc(C)nc(Oc2ccc(Br)cc2)n1
  -20%, -1%, 8%, -2%, 3%, -0.4%, 0%, 10%
Cc1nc2ccccc2c(=O)n1/N=C/c1ccc(O)cc1O
  -1%, 6%, -1%, 5%, -3%, 5.7%, 0%, 3%
Cc1ccccc1OCCn1cnc2cc([N+](=O)[O-])ccc2c1=O
  ?, -3%, ?, 12%, -20%, ?, -3%, -1%
CC(C)c1ncc(S(=O)(=O)c2ccc(C(F)(F)F)cn2)c(N)n1
  -12%, 0%, 6%, 2%, -18%, 0.0%, -2%, 10%
Cc1ccc(S(=O)(=O)Nc2c(C)nc3nc[nH]n3c2=O)c(C)c1
  -1%, 0%, 6%, -11%, 27%, -2.7%, -1%, 1%
CCOc1ccc(-c2cc(C(=O)N3CCN(c4cccc(C(F)(F)F)c4)CC3)c3ccccc3n2)cc1
  -3%, 5%, ·, -10%, ·, 4.8%, 1%, ·
CCN(CC)S(=O)(=O)c1cccc(-c2nn(-c3ccccc3)cc2/C=C(\C#N)C(=O)NCc2ccco2)c1
  -8%, 5%, 6%, ?, -30%, -0.9%, 2%, -6%
Cc1ccc(CS(=O)(=O)CCC(=O)NCCN2CCCCC2C)cc1 (stereo not given)
  -3%, 6%, -4%, 2%, 0%[46.1 µM], -0.9%, -3%, -10%
N#CCc1cc2ccc3cccc4ccc(c1)c2c34
  -28%, 6%, ?, -5%, 1%, -0.4%, -1%, 10%
CC(C)(C)CN1C(N)=NC[C@H]1Cc1ccc(O)cc1
  7%, 6%, 8%, 0%, 25%, 0.0%, 1%, -1%
CCOC(=O)N1CCC(N2CCN(S(=O)(=O)c3ccc(Cl)cc3)CC2)CC1
  -1%, -20%, 1%, 1%, 5%[46.1 µM], 3.0%, 2%, 9%
O=C(O)c1cccc(NS(=O)(=O)/C=C/c2ccccc2)c1
  0%, 0%, 3%, 8%, -1%[46.1 µM], 0.0%, 3%, 2%
Cc1ccc(N(C(C)C(=O)Nc2ccc(S(=O)(=O)N3CCOCC3)cc2)S(C)(=O)=O)cc1 (stereo not given)
  -9%, -9%, 11%, -3%, -7%[46.1 µM], 0.0%, -1%, -17%
CCN1C(=O)CC2(C[N+]3(C)CCC2CC3)C1=O (stereo not given)
  2%, 7%, 10%, -8%, -7%, 2.1%, -2%, -2%
Cc1cc(=O)n2nc(N3CCCC(C(=O)N4CCN(c5ccccc5)CC4)C3)sc2n1 (stereo not given)
  0%, 3%, 7%, 2%, -3%[46.1 µM], 4.1%, -1%, -9%
CC1CCc2c(c3ccccc3[nH]c2=O)O1 (stereo not given)
  -6%, 0%, 3%, -2%, 10%[46.1 µM], -1.8%, 0%, 5%
C=C(C)Cn1c(N(CCO)Cc2ccccc2)nc2c1c(=O)[nH]c(=O)n2C
  -3%, -14%, 13%, -11%, 2%[46.1 µM], -0.8%, -2%, 9%
O=C(NCc1ccc(Cl)cc1)c1ccc(CNS(=O)(=O)c2ccc(F)cc2)cc1
  -3%, -4%, ·, -7%, ·, -1.1%, -3%, ·
Cc1ccc2c(C(=O)CN3CCN(c4ccccc4)CC3)c(C)[nH]c2c1
  -26%, -17%, 2%, 3%, -5%[46.1 µM], 4.8%, 0%, 0%
O=C(CNC(=O)c1ccco1)OCc1cccc(Cl)c1
  -2%, 5%, -1%, 3%, 2%[46.1 µM], 0.7%, 3%, 3%
O=C(c1c(Cl)nc2sccn12)N(C(=O)c1c(Cl)nc2sccn12)c1ccc(Cl)cn1
  -20%, -21%, 1%, ?, ?, 4.5%, -3%, 8%
CCOc1ccc(NC(=O)CN2C(=O)CC(C)Sc3ccccc32)cc1 (stereo not given)
  -9%, 3%, ·, 1%, ·, 3.8%, 1%, ·
COc1ccc(C(CNC(=O)c2ccc(S(=O)(=O)N(C)C)cc2)N2CCCCC2)cc1 (stereo not given)
  -3%, 1%, 5%, 1%, -2%, -0.4%, -2%, 8%
O=C(Cn1c(=O)oc2ccccc21)NCCc1ccccc1Cl
  -1%, 1%, -2%, -5%, 3%, 4.5%, -1%, 6%

Some of these compounds in order of length of the SMILES, high to low:
Results follow in this order: Tau fluor counter, TRb-SRC2 inh, CBFb-RUNX1 inh, Tau fibril FP, NPSR antagonist, Epigenetic reg, TexasRed fluor, aGal spleen mod
O=C(c1c(Cl)nc2sccn12)N(C(=O)c1c(Cl)nc2sccn12)c1ccc(Cl)cn1
  -20%, -21%, 1%, ?, ?, 4.5%, -3%, 8%
C=C(C)Cn1c(N(CCO)Cc2ccccc2)nc2c1c(=O)[nH]c(=O)n2C
  -3%, -14%, 13%, -11%, 2%[46.1 µM], -0.8%, -2%, 9%
N#CCc1cc2ccc3cccc4ccc(c1)c2c34
  -28%, 6%, ?, -5%, 1%, -0.4%, -1%, 10%

Source: PubChem
